# 14-3-3 PPI = 14-3-3 gamma protein interaction modulation | P61981 | FP, 14-3-3gamma / TMR-pS259-Raf peptide binding | inhibition, % at 40 µM | 160,000 compounds, 0.19% hits; in the data active means inhibition above about 30%;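 further: 0% = protein plus tracer without compound and 100% = blank with tracer alone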
# Target sequence (P61981 whole entry, looked up): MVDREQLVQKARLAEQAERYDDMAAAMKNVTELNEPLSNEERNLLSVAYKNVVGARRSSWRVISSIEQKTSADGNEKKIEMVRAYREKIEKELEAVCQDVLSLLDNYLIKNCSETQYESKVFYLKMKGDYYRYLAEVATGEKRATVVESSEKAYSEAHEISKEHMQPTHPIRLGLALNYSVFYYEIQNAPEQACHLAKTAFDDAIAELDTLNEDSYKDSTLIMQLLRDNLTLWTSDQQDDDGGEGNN
# The depositor's hits bear a star; & = joins results of further samples. This is a subset, so the mix of outcomes need not match the whole.
SMILES,14-3-3 PPI
Cc1ccc(Nc2nc(N)nc(CN3CCN(C)CC3)n2)cc1C,0
COc1ccc(S(=O)(=O)Nc2ccc(Oc3ccccc3)cc2)cc1,-21
Oc1ccc2c(c1)oc1cc(O)ccc12,-10&-16
COc1ccc(-c2c(C(F)(F)F)oc3c(CN(C)Cc4ccccc4)c(O)ccc3c2=O)cc1OC,-10
O=C(CSc1ncnc2nc[nH]c12)N1CCOCC1,4
CCCCOC(=O)C1=C(C)Nc2ncnn2C1c1ccc(OC)c(OC)c1 (stereo not drawn),-3&-3
COC(=O)C(O)(c1sc(-c2ccccc2)cc1C)C(F)(F)F (stereo not drawn),-7
CC(=O)N(Cc1cc2cc(C)c(C)cc2n2nnnc12)CC1COCCO1 (stereo not drawn),-3
COc1cccc(N2CCN(c3ccc(N4C(=O)C5CCCCC5C4=O)cc3[N+](=O)[O-])CC2)c1 (stereo not drawn),5
O=C(CC1Sc2ccccc2NC1=O)NCc1ccccc1 (stereo not drawn),5
Clc1ccc(SCCCCn2cncn2)cc1,5
COc1ccc(N2C(=O)CC(NC3CCN(Cc4ccccc4)CC3)C2=O)cc1 (stereo not drawn),-1
COC(=O)c1c(NC(=O)c2ccc(S(=O)(=O)N3CC(C)CC(C)C3)cc2)sc2c1CC(C)(C)NC2(C)C (stereo not drawn),-4
CN(C)c1ccc(NC(=O)CSCc2nc3c(nnn3Cc3ccc(F)cc3)c(=O)[nH]2)cc1,0
CN(C)c1ccc(C=Nc2ccccc2C(=O)O)cc1[N+](=O)[O-],-10
COc1ccc(-n2nc3ccc(NC(=O)c4cc(OC)c(OC)c(OC)c4)cc3n2)cc1,-5
Cc1cc(C)c(C(=O)OCCNC(=O)c2cccnc2)cc1C,-10
CCOC(=O)C1=C(N)n2c(s/c(=C\c3cccnc3)c2=O)=C(C#N)C1c1cccnc1 (stereo not drawn),-31
CC1=C(C(=O)Nc2cc(C)ccn2)C(c2cccc(Oc3ccccc3)c2)C2=C(CCCC2=O)N1 (stereo not drawn),-11
NC(=O)C1CC(=O)N(c2ccc(OCC(=O)Nc3cccc(C(F)(F)F)c3)cc2)C1 (stereo not drawn),-1&0
O=C(Nc1ccc(Cl)cc1)c1cc2n(n1)C(C(F)(F)F)CC(c1ccc(Cl)cc1)N2 (stereo not drawn),-6
Cc1cccc(Oc2coc3cc(OCc4ccccc4Cl)ccc3c2=O)c1,-3
COc1ccc(NC(=O)CCc2nc(-c3ccc(C)cc3)no2)c(OC)c1,-3&0
COC(=O)c1ccc(-n2nnnc2SCC(=O)NC(C)(C)C)cc1,-2
Cc1cc(C(=O)OCC(=O)N2CC(=O)Nc3ccccc32)no1,7

# (cont.)
SMILES,14-3-3 PPI
CCCCCn1c(=O)[nH]c2cc(C(=O)N3CCN(c4ccc(OC)cc4)CC3)ccc2c1=O,3
CCCCOc1cccc(C2C3=C(CC(C)(C)CC3=O)Nc3ccccc3N2C(C)=O)c1 (stereo not drawn),-5
COc1cccc(C2=NC(C)(C)NC(c3ccccc3O)C2)c1 (stereo not drawn),-4
Cc1cc(=O)oc2cc(OCC(=O)N3c4ccccc4CC3C)ccc12 (stereo not drawn),-3
CC12CC3CC(C1)CC(NC(=O)c1ccc4ccccc4n1)(C3)C2,2
COc1ccc(OC)c(NC(=O)c2cc3c(=O)n4ccccc4nc3s2)c1,-8
COc1ccc(N(C(C)C(=O)N2CCCCCC2)S(C)(=O)=O)cc1 (stereo not drawn),-2
CC(=O)N1CCc2cc(S(=O)(=O)NC(CC(C)C)C(=O)N3CCc4ccccc43)ccc21 (stereo not drawn),0
CC1=C(c2ccccc2)[N+](=O)C(C)(c2ccc(Cl)cc2)N1[O-] (stereo not drawn),8
COc1ccc(C2C(C(=O)Nc3cc(C)c(Cl)cc3OC)CCC(=O)N2c2ccc(OC)cc2)cc1 (stereo not drawn),2
O=[N+]([O-])c1ccc(-c2csc(N3CCOCC3)n2)cc1,11
COc1cc(C2Nc3ccccc3NC3=C2C(=O)CC(c2ccc(C)cc2)C3)cc([N+](=O)[O-])c1O (stereo not drawn),-19
CCOC(=O)c1ccc(N2C(=O)c3n[nH]c(C)c3C2c2ccc(OC)c(OC)c2)cc1 (stereo not drawn),-6
COC(=O)C1=CN(Cc2ccc(Cl)cc2)C=C(C(=O)OC)C1c1ccc(Br)cc1,-3
CCCSc1nc2c(c(=O)[nH]c(=O)n2C)n1Cc1ccc(Cl)cc1,0
COc1cc(C2N(c3ccc(Cl)cc3)C(=O)C3CCCN32)cc(OC)c1OC (stereo not drawn),-13
O=C(C1CCCO1)N1CCN(c2c3c(nc4cc(-c5ccc(F)cc5)nn24)CCC3)CC1 (stereo not drawn),-9
COc1ccccc1N1CCN(C(=O)c2cc(C3CC3)on2)CC1,-3
Cc1ccccc1-c1nc(CN2CCC(C(=O)NCCCN3CCOCC3)CC2)c(C)o1,-6
CSc1cccc(NS(=O)(=O)c2cccnc2)c1,-20
CCC12CN3CC(CC)(CN(C1)C3c1ccc(OC(C)C)cc1)C2=O (stereo not drawn),-4&3
CCc1ccc(OCC2c3cc(OC)c(OC)cc3CCN2C(=O)C(C)(C)C)cc1 (stereo not drawn),2
Cc1ccc(C2CC(c3ccc(C)cc3)n3nc(N)nc3N2)cc1 (stereo not drawn),-3
O=C1CC(C(=O)O)c2ccccc2N1 (stereo not drawn),3
O=C(O)CCc1ccc(-c2ccccc2)n1NC(=O)c1ccco1,-6

# An excerpt from above in order of number of heavy atoms, high to low:
SMILES,14-3-3 PPI
CCCCCn1c(=O)[nH]c2cc(C(=O)N3CCN(c4ccc(OC)cc4)CC3)ccc2c1=O,3
COC(=O)C1=CN(Cc2ccc(Cl)cc2)C=C(C(=O)OC)C1c1ccc(Br)cc1,-3
CC12CC3CC(C1)CC(NC(=O)c1ccc4ccccc4n1)(C3)C2,2
COc1cccc(C2=NC(C)(C)NC(c3ccccc3O)C2)c1 (stereo not drawn),-4

# Among those listed so far, 6 have fluorine:
SMILES,14-3-3 PPI
COc1ccc(-c2c(C(F)(F)F)oc3c(CN(C)Cc4ccccc4)c(O)ccc3c2=O)cc1OC,-10
COC(=O)C(O)(c1sc(-c2ccccc2)cc1C)C(F)(F)F (stereo not drawn),-7
CN(C)c1ccc(NC(=O)CSCc2nc3c(nnn3Cc3ccc(F)cc3)c(=O)[nH]2)cc1,0
NC(=O)C1CC(=O)N(c2ccc(OCC(=O)Nc3cccc(C(F)(F)F)c3)cc2)C1 (stereo not drawn),-1&0
O=C(Nc1ccc(Cl)cc1)c1cc2n(n1)C(C(F)(F)F)CC(c1ccc(Cl)cc1)N2 (stereo not drawn),-6
O=C(C1CCCO1)N1CCN(c2c3c(nc4cc(-c5ccc(F)cc5)nn24)CCC3)CC1 (stereo not drawn),-9

# Continuation.
SMILES,14-3-3 PPI
CCOc1ccc(-c2c(C#N)c(N)nc(SCC(=O)c3ccc([N+](=O)[O-])cc3)c2C#N)cc1,1
COc1cccc(-c2nnc3sc(-c4ccc(Cl)cc4)nn23)c1,-7
COc1ccc(CCNC(=O)Cn2cnc3sc(C)cc3c2=O)cc1OC,-3
Cc1cc(C)n(-c2nc3c(c(=O)[nH]c(=O)n3C)n2Cc2ccc(F)cc2)n1,-7
O=C(Oc1ccc(-c2cnc3ccccc3n2)cc1)c1ccco1,-5
CCS(=O)(=O)c1nc(NC(C)=O)n[nH]1,-1
C/C(Nc1ccc(F)cc1)=C(/C#N)C(N)=O,-7
O=C1SC(Nc2ccccc2)C(=O)N1c1ccccc1 (stereo not drawn),-1
O=C(CCCNS(=O)(=O)c1ccc(Br)cc1)N1CC[C@@]2(O)CCCC[C@H]2C1,-4
CCOc1cccc(NC(=O)Cc2cccs2)c1,-1
COc1ccc(C2(O)CC3CCC(C2)N3c2cc(C)nc(-c3ccccc3)n2)cc1 (stereo not drawn),1
O=C(c1cc2n(n1)C(C(F)(F)F)CC(c1ccccc1)N2)N1CCOCC1 (stereo not drawn),3
O=[N+]([O-])c1ccc(-c2nc(NCc3ccco3)c3ccccc3n2)cc1,5
CC1CCN(S(=O)(=O)c2ccc3[nH]c(=O)sc3c2)CC1,-6
COc1ccc2nc(/N=C(\N)NC(=O)C(C)(C)C)nc(C)c2c1,-3&-5
CC(C)C(OC(=O)c1ccco1)C(=O)NC1CCCCC1 (stereo not drawn),-13
O=C(O)c1cc2cccc(S(=O)(=O)N3CCCCC3)c2cc1O,-2
COc1ccccc1NC(=O)CSc1nccc(=O)[nH]1,8
Cc1ccc(CN2C(=O)C3C(C(=O)Nc4ccc(C)c(Cl)c4)C4C=CC3(O4)C2C(=O)NC2CCCC(C)C2C)cc1 (stereo not drawn),-6
CCCOC(=O)c1sc2nc3c(c(-c4ccco4)c2c1N)CCCC3,-48
O=C(O)C1CC=CCC1C(=O)Nc1cccnc1 (stereo not drawn),-3
O=C(Nc1ccc(Cl)cc1)c1ccc(N2CC3CC(C2)c2cccc(=O)n2C3)c(NC(=O)c2cccc(C(F)(F)F)c2)c1 (stereo not drawn),-11
Cc1c(NC(=O)c2cc(C(C)C)on2)c(=O)n(-c2ccccc2)n1C,-12
CCOC(=O)C1CCCN(C(=O)c2cc3cc4ccc(OC)cc4nc3o2)C1 (stereo not drawn),-5
Cc1ccc(Cl)cc1N1CCN(S(=O)(=O)c2ccc3nc(-c4ccccc4)[nH]c3c2)CC1,-16

# 2 entries picked at random from those above, as already listed:
SMILES,14-3-3 PPI
CC(C)C(OC(=O)c1ccco1)C(=O)NC1CCCCC1 (stereo not drawn),-13
O=[N+]([O-])c1ccc(-c2nc(NCc3ccco3)c3ccccc3n2)cc1,5

# Among those listed so far, three contain a tert-butyl group.
SMILES,14-3-3 PPI
COC(=O)c1ccc(-n2nnnc2SCC(=O)NC(C)(C)C)cc1,-2
CCc1ccc(OCC2c3cc(OC)c(OC)cc3CCN2C(=O)C(C)(C)C)cc1 (stereo not drawn),2
COc1ccc2nc(/N=C(\N)NC(=O)C(C)(C)C)nc(C)c2c1,-3&-5

# Later entries
SMILES,14-3-3 PPI
CSc1ccc(S(=O)(=O)NCCOc2ccccc2)cc1,-1
Cc1nc(SCC(=O)Nc2ccccn2)n[nH]1,-5
Cc1cc2cc(CCNC(=O)C3CC3)c(=O)[nH]c2cc1C,-6
O=C(Nc1cccc(Br)c1)c1c(O)c2ccccc2[nH]c1=O,2
CC(=O)C1=C(O)C(=O)N(Cc2cccnc2)C1c1ccc(Br)cc1 (stereo not drawn),-27
Cc1ccc(NC(=O)CCN2C(=O)c3cccc([N+](=O)[O-])c3C2=O)cc1,-3
CCN1CCN(c2ccc(Nc3ccnc4cc5ccccc5cc34)cc2)CC1,3
COc1cccc(-n2c(N)c(-c3nc4ccccc4[nH]3)sc2=S)c1,-8
CCS(=O)(=O)N1CCC(C(=O)NC2CCCC2)CC1,-6
Cc1ccc(C(C)C)c(Oc2ccc(N3C(=O)C4C5C=CC(C6CC56)C4C3=O)cc2)c1 (stereo not drawn),-54
O=C(O)C1C2C=CC3(CN(c4cccc([N+](=O)[O-])c4)C(=O)C13)O2 (stereo not drawn),-4
CC(C)CCn1c(SCc2cc(=O)n3cc(Cl)ccc3n2)nc2ccsc2c1=O,-5
COCCn1c(=S)[nH]c2cc(C(=O)N3CCN(C(=O)c4ccco4)CC3)ccc2c1=O,2
CC(=O)N1CCc2cc(Br)cc(S(=O)(=O)CCC(=O)Nc3ccc(Br)cc3C)c21,-3
O=C(CSc1nc2ccccc2[nH]1)Nc1ccc(Cl)cc1,-13
COc1ccccc1C1NC(=O)c2sc(=S)n(-c3ccccc3)c2N1 (stereo not drawn),-4
COc1ccc(C2C(C(=O)Nc3cc(C)ccn3)=C(C)NC3=C2C(=O)CCC3)c(OC)c1 (stereo not drawn),10
CC(=O)C1=C(O)C(=O)N(c2ccc(Br)cn2)C1c1ccccc1F (stereo not drawn),16
O=C1C=C(NCc2ccc(Cl)c(Cl)c2)CC1,-7
CCOC(=O)c1c(NC(=O)CCCn2nc([N+](=O)[O-])cc2C)sc2c1CCCC2,-5
N#CC1(C#N)C23CCCCC2CC2(CCCC(=O)C2)C1(C#N)C(=N)O3 (stereo not drawn),4
Cc1nnc(SCC(=O)Nc2ccc(Br)cn2)s1,-2
O=[N+]([O-])c1c(Cl)cc(O)c2c1C1C=CCC1C(C1CC=CCC1)N2 (stereo not drawn),19
Oc1ccccc1CNn1cnnc1,1
CCCC(=O)NCCCCNC(=O)CCC,-20

# More compounds follow.
SMILES,14-3-3 PPI
O=c1oc2ccc([N+](=O)[O-])cc2c2nsnc12,-15
CC(C)OC(=O)CC1=NC(=O)CS1,-6
Cc1cc(C(=O)CSc2nnnn2-c2ccc(Cl)cc2)c(C)n1CC1CCCO1 (stereo not drawn),-1
CCOC(=O)c1c(C)n(C)c2c1cc(OC(=O)c1ccc(C)cc1)c1ccccc12,-3
O=S(=O)(NC1c2cccc3cccc(c23)C1Sc1ccccn1)c1ccc(Cl)cc1 (stereo not drawn),3
CCOc1ccc(C(=O)Nc2ccc(NC(=O)c3ccc(C(C)(C)C)cc3)cc2)cc1Cl,-5
CCOCc1nc(N)[nH]c(=O)c1Cc1ccc(OC(C)C)cc1,-6
CCc1ccc(NC(=O)CS(=O)CC(=O)NCC2OCCc3ccccc32)cc1 (stereo not drawn),-3
COCC(=O)Nc1nc2n(n1)C(c1ccccc1)CC(c1ccc(OC)cc1)N2 (stereo not drawn),-7
COC(=O)c1ccc(Cn2cnc3c(sc4nc(N5CCOCC5)c5c(c43)CCCC5)c2=O)o1,-2
COc1cccc(C(c2nnnn2Cc2ccc(F)cc2)N2CCC(C(N)=O)CC2)c1OC (stereo not drawn),0
CCn1c2ccccc2c2cc(C3N=C(N)Nc4nc5ccccc5n43)ccc21 (stereo not drawn),-8
CC(=O)N1CCOC1c1ccccc1O (stereo not drawn),0
O=C(CC1(C(F)(F)C(F)F)NCCN1)c1cccs1,1
O=C(CN1CCN(Cc2ccccc2)C1=O)NCc1cccnc1,9
O=c1cc(-c2ccccc2)c2cc3c(-c4ccc5c(c4)OCO5)coc3cc2o1,-6
Cc1cccc2cc(C(c3nnnn3Cc3ccccc3)N3CCN(c4ccccc4)CC3)c(=O)[nH]c12 (stereo not drawn),-6
O=C1c2ccccc2C(=O)N1Cc1ccc(S(=O)(=O)Nc2ccc3c(c2)oc2ccccc23)cc1,-3
Cc1ccc(C2C(=O)N(C3CCC(C)CC3)CC(=O)N2CCc2ccccc2)cc1 (stereo not drawn),0

# High-throughput results: PubChem BioAssay, Emory University Molecular Libraries Screening Center
